High-throughput results as filed in PubChem.
POLH inh: blocks human DNA polymerase eta activity; Q9Y253; recombinant Pol eta, fluorescent DNA replication assay; Potency, µM (titrated, usually from 114 µM), inactives show at the top dose activity change, negative = inhibition, usual class: inhibitors; 1.2% of 390,000 active; note: potency is the fitted concentration of half-maximal effect; % is set by controls: 0 for no effect and ±100 for the full control effect
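Pol eta (10 nM) was preincubated with compounds for 15 min at room temperature, after which fluorescent replication substrate (50 nM final) was added to start the reaction. Fluorescence was read kinetically at 0 and 10 min.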
BAZ2B inh: BAZ2B (human) inhibition; Q9UIF8; AlphaScreen BAZ2B-H3K14Ac peptide displacement; Potency, µM (series often up to 114 µM), for inactives: at the top dose activity change, negative = inhibition, hits mostly inhibitors; 4.4% of 360,000 active; AID 504333; note: potency is the fitted concentration of half-maximal effect; % is set by controls: 0 for no effect and ±100 for the full control effect; nearly all actives have a fitted effect of over 60% in size
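AlphaScreen luminescence quantifies BAZ2B engagement of H3K14Ac peptide; the protein and biotinylated peptide are both at 50 nM final, buffer PBS pH 7.4 with 0.01% Tween-20, all steps at room temperature.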
Pin1 inhibitor: inhibitors of human Pin1 | 0.009% of 390,000 active | AID 504891 | Potency, µM (titrated, usually from 115 µM), for the others: top-dose activity, negative = inhibition, actives largely listed as inhibitors | Pin1 FP peptide displacement, HiFluor488, 10 min | Q13526; active = well fitted inhibition curve with a large enough effect in the polarisation, with a control signal flat, not every such curve was filed as active; inconclusive = small, poorly fitted or top-dose-only effect, or effect the other way, or a change in a side signal; inactive = no such curve, though single readings can be large or run the other way; the % refers to the polarisation; note: potency is the fitted concentration of half-maximal effect; % is set by controls: 0 for no effect and ±100 for the full control effect
Target sequence (Q13526 whole entry, looked up): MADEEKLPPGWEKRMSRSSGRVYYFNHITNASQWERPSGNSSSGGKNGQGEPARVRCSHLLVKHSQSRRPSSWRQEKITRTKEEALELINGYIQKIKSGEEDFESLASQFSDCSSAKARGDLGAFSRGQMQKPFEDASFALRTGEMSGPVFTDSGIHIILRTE
GLS inh: glutaminase GLS (human) inhibition; O94925; GLS enzymatic activity, qHTS titration; Potency, µM (doses to about 45.5 µM), for the others: at the top dose activity change, negative = inhibition, most hits filed as inhibitors; 0.21% of 410,000 active; note: potency is the fitted concentration of half-maximal effect; % is set by controls: 0 for no effect and ±100 for the full control effect
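Compounds were pin-transferred onto hKGA, after which L-glutamine (1 mM solution) and a detection mix of glutamate oxidase, HRP and Amplex Red were added. Initial and 30 min RT fluorescence reads were collected.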
PI4K2A inh: blocks human PI4K2A kinase activity; AID 1346378; activity change, negative = inhibition, % at 76.9 µM; Q9BTU6; 0.13% of 420,000 active; purified PI4K2A, ADP-Glo luminescence, 1 h; stronger effect = lower value; in the data active = activity change below about -50%; inconclusive = mostly about -30% to -49%;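 note: -100% = wells without enzyme as full effect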
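In this quantitative HTS, ADP production by PI4K2A was quantified luminescently after 1 h at ambient temperature; 100 microM adenosine served as plate-quality control.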
G9a inh: inhibitors of human histone lysine methyltransferase G9a | Potency, µM (titrated, usually from 102 µM), for the others: top-dose activity, negative = inhibition, usual class: inhibitors | 8.8% of 350,000 active | G9a H3K9 monomethylation, AlphaScreen, 2 h; note: potency is the fitted concentration of half-maximal effect; % is set by controls: 0 for no effect and ±100 for the full control effect; nearly all actives have a fitted effect of over 75% in size
Target sequence (Q96KQ7 913-1193 limits assumed): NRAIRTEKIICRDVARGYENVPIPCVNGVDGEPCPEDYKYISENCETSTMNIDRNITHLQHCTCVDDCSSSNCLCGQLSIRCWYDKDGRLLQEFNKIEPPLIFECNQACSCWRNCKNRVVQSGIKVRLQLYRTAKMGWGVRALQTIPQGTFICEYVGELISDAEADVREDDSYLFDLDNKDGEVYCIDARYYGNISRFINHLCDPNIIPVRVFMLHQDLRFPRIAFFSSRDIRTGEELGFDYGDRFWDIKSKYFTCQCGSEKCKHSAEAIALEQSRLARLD
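Chemiluminescent proximity detection of H3K9 monomethylation, read after 10 min bead incubation in the dark. Reaction: 20 nM G9a, 500 nM biotin-H3K9 peptide, 20 uM SAM cofactor, 2 h, room temperature, following 15 min enzyme-compound preincubation.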
HP1b binding inh: blocks HP1-beta chromodomain binding to methylated histone tails. Potency, µM (top dose mostly 114 µM), for the others: at the top dose activity change, negative = inhibition, most hits filed as inhibitors. P83916. AlphaScreen HP1-beta / biotin-H3K9me3 peptide binding. 0.56% of 390,000 active; note: potency is the fitted concentration of half-maximal effect; nearly all actives have a fitted effect of over 70% in size; inactives centre near 23
Target sequence (P83916 whole entry, looked up): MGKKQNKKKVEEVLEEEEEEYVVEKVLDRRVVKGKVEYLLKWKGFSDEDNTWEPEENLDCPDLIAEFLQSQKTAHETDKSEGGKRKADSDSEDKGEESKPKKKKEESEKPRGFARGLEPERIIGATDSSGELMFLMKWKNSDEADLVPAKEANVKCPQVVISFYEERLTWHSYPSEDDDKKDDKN
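HP1-beta protein (50 nM final) preincubated 30 min at room temperature with biotinylated H3(1-18)K9me3 peptide (50 nM) in PBS pH 7.4, 0.01% Tween-20, then compound added for 30 min. AlphaScreen streptavidin donor/nickel chelate acceptor beads (10 ug/mL final), 30 min dark, luminescence read.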
JMJD2A Tudor inh: blocks the human JMJD2A Tudor domain. O75164. AlphaScreen JMJD2A-Tudor / H3K4me3 peptide binding. Potency, µM (doses to about 114 µM), without a hit: at the highest dose activity change, negative = inhibition, actives largely listed as inhibitors. 4.4% of 390,000 active. AID 504339; note: potency is the fitted concentration of half-maximal effect; % is set by controls: 0 for no effect and ±100 for the full control effect; nearly all actives have a fitted effect of over 50% in size
PGK inhibitor: T. brucei PGK inhibition; PGK/GAPDH coupled, Kinase-Glo luminescence, 60 min; Potency, µM (top dose mostly 57.5 µM), for the others: at the highest dose activity change, negative = inhibition, most hits filed as inhibitors; P07378; 0.043% of 380,000 active; note: potency is the fitted concentration of half-maximal effect; % is set by controls: 0 for no effect and ±100 for the full control effect; nearly all actives have a fitted effect of over 60% in size
Target sequence (P07378 whole entry, looked up): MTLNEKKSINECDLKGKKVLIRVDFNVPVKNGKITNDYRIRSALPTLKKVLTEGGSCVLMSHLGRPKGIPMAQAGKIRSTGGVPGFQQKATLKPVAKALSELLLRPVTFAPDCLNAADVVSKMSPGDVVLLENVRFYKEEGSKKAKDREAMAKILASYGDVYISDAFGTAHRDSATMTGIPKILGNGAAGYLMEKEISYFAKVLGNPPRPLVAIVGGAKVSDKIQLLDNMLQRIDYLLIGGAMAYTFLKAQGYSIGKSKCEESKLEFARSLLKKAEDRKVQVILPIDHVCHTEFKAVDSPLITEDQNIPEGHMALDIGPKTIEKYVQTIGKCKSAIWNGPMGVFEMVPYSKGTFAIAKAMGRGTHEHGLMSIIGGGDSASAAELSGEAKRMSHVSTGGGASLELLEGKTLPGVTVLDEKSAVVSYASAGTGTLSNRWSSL
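Recombinant glycosomal PGK reaction used 1,3-bisphosphoglycerate generated in-well by GAPDH (100nM final) in 100mM TEA pH 7.6, 5mM MgCl2, 0.01% Tween-20. After 60 minutes at room temperature, ATP was read by Kinase-Glo Plus luminescence end-point.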
* = called active by the depositor; i = inactive; ? = inconclusive; nt = not tested or not shown; & = joins results of further samples; [ ] = remark or other dose. Unless noted, calls come from the whole dose curve; as a rule, active = well fitted curve in the direction sought with a large enough effect; inconclusive = small, poorly fitted or top-dose-only effect, or another doubt; inactive = no such curve, though single readings can be large; an effect the other way counts as inactive or inconclusive.

SMILES	POLH inh	BAZ2B inh	Pin1 inhibitor	GLS inh	PI4K2A inh	G9a inh	HP1b binding inh	JMJD2A Tudor inh	PGK inhibitor
O=C(CN1CCN(c2ccccn2)CC1)Nc1ccc(OC(F)(F)F)cc1	-15%	-18%	-5%	2%	1	7%	69%[activator]	-17%	-3%
Cc1ccc(S(=O)(=O)NCC(c2cccnc2)N2CCN(Cc3ccccc3)CC2)cc1 (stereo not drawn)	-25%	-25%	-1%	-1%	0	-4%	22%	-14%	-5%
Cc1ccc(C(c2nnnn2C(C)(C)C)N2CCN(C3CCCC3)CC2)cc1 (stereo not drawn)	-12%	-2%	3%	-4%	-5	-21%[12.7 µM]	43%[activator]	-1%	i
COc1ccccc1C(=O)Nc1cccc2c1CCCC2	7%	-31%	-14%	66%[activator]	1	2%	21%	-6%	-2%
O=C1C=C(/C=C/C2C=CC=CC2)C[C@@H](c2ccc(Cl)cc2)C1 (stereo partly drawn)	-13%	-24%	15%	-1%	-2	5%[0.501 µM]	30%	-30%	i
COc1ccc(NC2CS(=O)(=O)CC2OC(=O)c2ccc(F)cc2)cc1 (stereo not drawn)	-22%	-3%	10%	1%	6	9%[59 µM]	27%	4%	2%
Nc1ccc(S(=O)(=O)NC2(C(F)(F)F)NC(=O)N(c3ccc(F)cc3)C2=O)cc1 (stereo not drawn)	-10%	-10%	2%	1%	-2	4%	47%[activator]	-10%	i
C[N+]1(CC(=O)OCCCc2ccccc2)CCOCC1	10%	45µM*	0%	10%	2	71µM*	20%	50µM*	4%
COc1ccc(NC(=O)COc2ccc(C)c(C)c2)cc1S(=O)(=O)N1CCCCC1	-18%	2%	33%[activator]	-4%	1	56µM*	31%	-12%	-11%
O=C(O)c1ccc(NC(=O)C(c2ccccc2)c2ccccc2)cc1	-8%	6%	-2%	-1%	-5	1%	30%	1%	-8%
C[C@@H]1CN([C@H](C)CO)C(=O)c2cc(NC(=O)Nc3ccc(C(F)(F)F)cc3)ccc2O[C@H]1CN(C)S(=O)(=O)c1ccccc1	-30%	nt	?	-2%	-4	nt	30%	-26%	9%
Cc1cccc(C)c1OCC(=O)N1CCc2ccccc2C1	-9%	-4%	-5%	-2%	-2	14%[0.501 µM]	28%	-11%	-3%
Cc1oc(-c2ccccc2)cc1C(=O)Nc1cccc(/C=C/C(=O)O)c1	-8%	45µM*	-11%	-10%	-8	-50%	?	?	i
O=C(c1ccco1)N1CCN(C(=O)C23CC4CC(CC(C4)C2)C3)CC1	12%	1%	2%	-2%	-1	nt	17%	-10%	-3%
CCC1CCCCN1CCCNC(=O)C1CCN(c2ncnc3c2nc2n3CCCCC2)CC1 (stereo not drawn)	4%	-21%	-8%	-3%	-3	-6%	34%	-11%	i
COC(=O)c1ccccc1NC(=O)CSc1nncn1-c1ccccn1	-10%	-2%	2%	-5%	4	-1%[59 µM]	20%	7%	-2%
CC(C)NC(=O)/C(C#N)=C\c1ccc(N(C)C)o1	-13%	-30%	?	-6%	-10	?	21%	-13%	-9%
O=C1NN(c2cccc(Br)c2)C(=O)/C1=C\c1ccc(N2CCOCC2)cc1	0%	?	-8%	-18%	-2	79µM*	5%	?	-11%
O=C(NCCc1nnc2ccc(NCc3cccnc3)nn12)c1ccccc1F	-22%	nt	0%	-9%	7	-36%	46%[activator]	1%	i
CCCC(=O)NC(c1ccccc1)c1c(O)ccc2ccccc12 (stereo not drawn)	-5%	-4%	-1%	7%	-3	38%	4%	-15%	i
N#CCC(=O)Nc1ccc(C(=O)OCC(=O)c2ccc3c(c2)NC(=O)CO3)cc1	?	-22%	85%[activator]	2%	?	8%[12.7 µM]	10%	-29%	-9%
COc1ccc(CCNS(=O)(=O)c2ccc3c(c2)CCCC3)cc1OC	-20%	nt	?	-4%	-1	nt	35%	-18%	4%
COc1ccc(CNC(=O)CNS(=O)(=O)c2cccc(C#N)c2)cc1OC	-4%	-15%	-6%	4%	-1	50µM*	19%	-20%	i
CC(C)(C)n1nnnc1CN1CCN(C2CCCC2)CC1	-10%	-5%	-2%	-1%	5	-31%	20%	-7%	-9%
O=C(C1CCN(S(=O)(=O)N2CCC3(CC2)OCCO3)CC1)N1CCCCC1	-14%	6%	-1%	-2%	0	3%	24%	-6%	-2%
COc1ccc(NC(=O)COC(=O)CNC(=O)COc2ccccc2)cc1OC	-15%	1%	2%	9%	-1	-32%	9%	-14%	i
O=C(COC(=O)c1ccc(Cl)nc1)NCc1ccc(F)cc1	-18%	nt	-17%	3%	-1	nt	28%	-13%	i
O=S(=O)(c1ccc(F)cc1)N1CCC(c2nc3ccccc3[nH]2)CC1	-15%	-18%	1%	-14%	0	3%	41%[activator]	-4%	0%
COc1ccc(-c2cc(=O)oc3cc(OCc4nn[nH]n4)ccc23)cc1	1%	-22%	5%	21%	-8	?	31%	-15%	3%
Nc1nonc1-n1nnc(C(=O)N/N=C/c2cccnc2)c1CSC1=NCCS1	0%	-12%	2%	-6%	0	-27%[59 µM]	35%[activator]	-11%	-6%
Clc1ccccc1CSc1cc2c(nn1)-c1ccccc1CC2	-15%	36%[activator]	4%	2%	4	68%[activator][59 µM]	64%[activator]	25%[57.1 µM]	-5%
CC(=O)N1CCN(CC(=O)Nc2c(Cl)ccc(C)c2Cl)CC1	-9%	10%	-4%	3%	130	-5%[0.0925 µM]	32%	-4%	-7%
CN(c1ccc(F)cc1)S(=O)(=O)c1ccc(Cl)c(C(=O)NCC2(N3CCOCC3)CCCCC2)c1	-28%	nt	-3%	10%	2	nt	25%	-10%	2%
Cc1ccc2c(CC(=O)Nc3cc(C(F)(F)F)ccc3Cl)coc2c1C	10%	-8%	1%	-2%	1	-1%[59 µM]	26%	?	i
COCCNC(=O)Cn1nc(-c2ccccc2OC)ccc1=O	-8%	nt	-6%	3%	1	11%[59 µM]	10%	-12%	-8%
COc1ccc(NC(=O)/C(N=Nc2ccc(Cl)c(S(=O)(=O)Nc3ccc(Cl)cc3)c2)=C(\C)O)cc1	-24%	nt	-13%	5%	4	nt	?	?	-3%
O=C(Oc1ccccc1)N1CCN(c2ccc(F)cc2)CC1	-12%	16%	-7%	-2%	-2	15%[59 µM]	51%[activator]	-6%	-2%
O=C(Cc1ccsc1)NNC(=O)c1ccc(F)cc1	?	-4%	3%	4%	-1	3%	24%	-10%	-2%
CC[C@@]12C(=O)N(c3cccc(C)c3)C(=O)N1[C@H](c1ccc(OC)cc1)[C@@H]1C(=O)N(C(C)(C)C)C(=O)[C@@H]12	-20%	-1%	1%	-4%	-3	7%	18%	-27%	-4%
O=C(Cn1cnc2c(oc3ccccc32)c1=O)N1CCCc2ccccc21	-8%	14%	-5%	-2%	-2	15%[12.7 µM]	30%	0%	-1%
COc1ccc(/C=C(\C#N)C(=O)Nc2cccc3ncccc23)cc1OC	-6%	-28%	8%	-2%	-1	?	12%	-4%	-9%
CCOc1ccccc1NC(=O)Cn1c(=O)n(Cc2ccccc2)c(=O)c2c1c1cc(C)ccc1n2C	-14%	-7%	-8%	16%	1	-9%[59 µM]	29%	-2%	1%
CC(C)Cc1nnc(NC(=O)CC(C)c2ccccc2)s1 (stereo not drawn)	-3%	?	-6%	-2%	-4	-8%	25%	-11%	-9%
CC(C)(C)c1ccc(-c2nc3cc(NC(=O)c4cc5ccccc5o4)ccc3o2)cc1	-1%	2%	48%[activator]	6%	-3	5%[59 µM]	0%	-25%	-5%
CCC(=O)N(Cc1cc(=O)[nH]c2ccccc12)c1ccccc1	1%	-11%	1%	-1%	-2	nt	-17%	?	-6%
O=C(NCc1ccon1)C1CCC(=O)N(CCc2ccc(Cl)cc2)C1 (stereo not drawn)	-1%	3%	-11%	0%	3	nt	27%	-1%	-7%
COc1cc2c(cc1OC)CN(C(=O)CCNS(=O)(=O)c1ccc(Br)cc1)CC2	-15%	6%	-9%	7%	-5	8%[12.7 µM]	8%	-20%	-10%
Cc1ccc(S(=O)(=O)Nc2cccc3cccnc23)cc1	-15%	15%	-7%&-12%	3%	10	45%[activator]	36%	-2%	-1%
Cc1nnc(SC(C)C(=O)Nc2ccc3ccccc3c2)n1C (stereo not drawn)	-6%	11%	2%	-2%	0	?	31%	-4%	0%
COCCNC(=O)C12CC3CC(C1)CC(c1ccccc1)(C3)C2	1%	1%	0%	3%	4	nt	46%	-1%	-3%
CC(C)(C)c1ccc(C(=O)N2CCNCC2)cc1	-3%	2%	-8%	-6%	-2	8%[12.7 µM]	19%	5%	5%
O=C1[C@@H](Oc2ccccc2)[C@@H](c2ccccc2)N1c1cccnc1	-15%	nt	-3%	4%	-1	nt	26%	-15%	-6%
CCOc1ccc(NC(=O)CN(C)C(=O)c2c(-c3ccccc3Cl)noc2C)cc1OCC	-24%	1%	-6%	7%	-1	-35%	3%	-30%	-2%
COc1ccccc1N1CCN(C(=O)c2ccc3nc[nH]c3c2)CC1	-23%	4%	-2%	1%	-1	8%[59 µM]	51%[activator]	-1%	3%
COc1ccc(C2Nc3ccccc3NC3=C2C(=O)CC(C)(C)C3)cc1OC (stereo not drawn)	-7%	-15%	-8%	17%	3	11%	22%	-23%	-1%

One compound at a time, from the list above:
Shown for CCOc1ccc(NC(=O)CN(C)C(=O)c2c(-c3ccccc3Cl)noc2C)cc1OCC = POLH inh: -24%; BAZ2B inh: 1%; Pin1 inhibitor: -6%; GLS inh: 7%; PI4K2A inh: -1; G9a inh: -35%; HP1b binding inh: 3%; JMJD2A Tudor inh: -30%; PGK inhibitor: -2%
Shown for C[C@@H]1CN([C@H](C)CO)C(=O)c2cc(NC(=O)Nc3ccc(C(F)(F)F)cc3)ccc2O[C@H]1CN(C)S(=O)(=O)c1ccccc1 = POLH inh: -30%; BAZ2B inh: nt; Pin1 inhibitor: ?; GLS inh: -2%; PI4K2A inh: -4; G9a inh: nt; HP1b binding inh: 30%; JMJD2A Tudor inh: -26%; PGK inhibitor: 9%

Not all compounds are listed; the hit share may differ from the screen's.
